Compound activity deposited in PubChem BioAssay by several laboratories.
MsrA act: bovine methionine sulfoxide reductase A activation; purified bovine MsrA, absorbance read-out; activation, % at 10.6 µM; 0.3% of 360,000 active; AID 602163; in the data active means activation above about 7.5%;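 further: 0% = vehicle and 100% = reference activator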
eLon inh: E. coli protease La inhibition; P0A9M0; purified E. coli Lon protease, fluorescence polarization; inhibition, % at 7.94 µM; 0.42% of 360,000 active; AID 602123; in the data active means inhibition above about 13%, passing the limit was not always enough;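 further: 0% = enzyme with probe and DMSO and 100% = no enzyme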
FAS-TE inh: blocks the thioesterase domain of human fatty acid synthase | recombinant FAS-TE, OMFH fluorogenic substrate, fluorescence endpoint | 0.67% of 360,000 active | P49327 | inhibition, % at 15 µM;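 active means compounds whose normalised, plate-corrected inhibition of enzyme fluorescence in the single-dose primary screen is 50% or more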;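 further: 0% = DMSO with enzyme and 100% = substrate without enzyme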
MsrA inhibitor: inhibits bovine methionine sulfoxide reductase A | inhibition, % at 15.5 µM | 0.75% of 360,000 active | AID 651718 | purified bovine MsrA, absorbance read-out; in the data active means inhibition above about 4.5%;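 further: 0% = vehicle wells with enzyme and 100% = reference inhibitor wells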
CSN inh: blocks human CSN-mediated cullin deneddylation; Q92905; Purified CSN, SCF-Nedd8-OG deneddylation, fluorescence polarization; inhibition, % at 12.5 µM; 0.38% of 360,000 active; AID 651999;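 active means pattern-corrected inhibition above about 35%, with an unprinted fluorescence ratio check between 0.5 and 1.5, limit read from the data, passing the limit was not always enough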;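 further: 0% = enzyme with substrate and 100% = substrate without enzyme; some results filed as inactive read as strong as hits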
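Detection – fluorescence polarization · System – HEK293T-derived human Csn5 enzyme · Controls – substrate-only high control, full reaction low control · Timing – 90 min, room temperature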
Rpn11 inh: Rpn11 (human) deubiquitinase inhibition; human 26S proteasome, Ub4-pepOG fluorescence polarization; 20S core pre-blocked with epoxomicin; calls only at 20 µM; 0.59% of 360,000 active;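 active means inhibition at 20 µM, scaled to each plate's controls, above about 33%, limit read from the data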
Rin1 Abl inh: blocks binding of human Rin1 to Abl. P00519+Q13671. TR-FRET Rin1/Abl binding, biochemical. inhibition, % at 7.35 µM. 0.4% of 360,000 active. AID 588664; in the data active means inhibition above about 5%, passing the limit was not always enough
Target sequence (P00519 whole entry, looked up): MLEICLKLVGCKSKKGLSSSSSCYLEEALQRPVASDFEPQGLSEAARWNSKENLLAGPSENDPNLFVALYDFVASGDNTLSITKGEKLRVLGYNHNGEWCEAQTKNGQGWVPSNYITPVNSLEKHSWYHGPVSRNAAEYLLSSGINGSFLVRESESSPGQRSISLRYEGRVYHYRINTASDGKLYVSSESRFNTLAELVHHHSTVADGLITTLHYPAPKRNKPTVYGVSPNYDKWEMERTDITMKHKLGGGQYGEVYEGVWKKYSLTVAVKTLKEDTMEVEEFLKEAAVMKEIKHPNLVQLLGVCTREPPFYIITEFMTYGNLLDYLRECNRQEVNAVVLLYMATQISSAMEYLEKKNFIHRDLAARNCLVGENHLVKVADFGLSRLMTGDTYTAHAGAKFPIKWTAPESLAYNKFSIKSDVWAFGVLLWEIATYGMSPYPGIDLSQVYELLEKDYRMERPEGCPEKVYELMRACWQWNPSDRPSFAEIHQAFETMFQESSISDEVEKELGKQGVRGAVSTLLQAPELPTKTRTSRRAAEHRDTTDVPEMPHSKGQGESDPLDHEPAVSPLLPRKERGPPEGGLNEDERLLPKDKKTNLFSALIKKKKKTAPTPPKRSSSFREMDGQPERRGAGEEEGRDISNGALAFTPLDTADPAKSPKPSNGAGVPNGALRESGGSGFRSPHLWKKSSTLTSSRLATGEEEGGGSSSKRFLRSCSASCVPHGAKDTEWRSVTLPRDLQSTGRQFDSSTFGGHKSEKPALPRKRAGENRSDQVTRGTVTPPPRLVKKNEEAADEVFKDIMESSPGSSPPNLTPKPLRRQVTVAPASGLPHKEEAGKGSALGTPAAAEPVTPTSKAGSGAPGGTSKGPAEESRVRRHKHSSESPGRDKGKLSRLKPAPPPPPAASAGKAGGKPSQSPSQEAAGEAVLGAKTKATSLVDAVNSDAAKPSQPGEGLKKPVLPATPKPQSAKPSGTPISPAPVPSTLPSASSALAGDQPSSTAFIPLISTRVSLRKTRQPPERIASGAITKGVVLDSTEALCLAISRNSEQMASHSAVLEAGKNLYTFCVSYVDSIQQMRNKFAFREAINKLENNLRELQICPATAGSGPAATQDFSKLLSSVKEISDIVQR
Target sequence (Q13671 whole entry, looked up): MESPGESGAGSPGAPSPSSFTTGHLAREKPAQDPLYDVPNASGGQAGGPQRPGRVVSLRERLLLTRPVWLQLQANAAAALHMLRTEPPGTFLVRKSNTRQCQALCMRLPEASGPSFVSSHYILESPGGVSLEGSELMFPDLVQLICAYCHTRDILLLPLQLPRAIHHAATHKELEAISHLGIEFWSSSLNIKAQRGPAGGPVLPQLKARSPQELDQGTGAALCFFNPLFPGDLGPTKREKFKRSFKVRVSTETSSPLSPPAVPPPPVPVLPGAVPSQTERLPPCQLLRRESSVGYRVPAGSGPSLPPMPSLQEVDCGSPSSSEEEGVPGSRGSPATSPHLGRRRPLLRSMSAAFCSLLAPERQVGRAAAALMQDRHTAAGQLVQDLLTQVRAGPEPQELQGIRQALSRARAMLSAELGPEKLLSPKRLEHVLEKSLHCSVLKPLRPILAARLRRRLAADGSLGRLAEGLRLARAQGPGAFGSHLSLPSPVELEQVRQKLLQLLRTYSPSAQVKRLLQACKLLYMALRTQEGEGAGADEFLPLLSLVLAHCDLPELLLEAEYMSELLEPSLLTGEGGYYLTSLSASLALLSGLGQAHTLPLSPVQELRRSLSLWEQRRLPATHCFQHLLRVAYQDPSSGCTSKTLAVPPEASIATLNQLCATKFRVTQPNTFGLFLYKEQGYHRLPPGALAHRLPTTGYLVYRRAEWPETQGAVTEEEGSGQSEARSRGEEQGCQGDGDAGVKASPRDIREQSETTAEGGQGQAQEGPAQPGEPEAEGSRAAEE
MT1-MMP act inh: MT1-MMP (human) activation inhibition | P50281 | HT1080 RFP-PRO-GFP cells, GFP/RFP ratio fluorescence, overnight; percent of plate control window, DMSO zero | GFP/RFP ratio change, % at 20 µM | 0.061% of 360,000 active | AID 651647;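 active means GFP/RFP ratio change of at least 30% with cell ATP level not reduced by more than half and red fluorescence within 50% of control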; further: strong numbers were not always called active
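Assay system: HT1080 cells carrying an RFP-PRO-GFP reporter | Dosing: Single dose of 20 µM compound, 1% DMSO final | Incubation: Cells overnight before dosing, compound overnight, 37 °C, 5% CO2 | Evaluation: GFP/RFP fluorescence ratio | Control set: DMSO and RFP-L50D-GFP cell wells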
MLLE-PAM2 inh: inhibitors of microRNA-mediated deadenylation, human PABP1 MLLE binding; P11940; GST-MLLE / FITC-PAM2 fluorescence polarization; inhibition, % at 20 µM; 0.36% of 360,000 active; AID 588489; in the data active means inhibition above about 35%, passing the limit was not always enough;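 further: plate controls were DMSO wells with GST-MLLE for no effect and wells lacking GST-MLLE protein for full effect; some results filed as inactive read as strong as hits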
* = called active by the depositor; i = inactive.

Fields – MsrA act, eLon inh, FAS-TE inh, MsrA inhibitor, CSN inh, Rpn11 inh, Rin1 Abl inh, MT1-MMP act inh, MLLE-PAM2 inh
1. COc1ccc(-c2nc(N)ncc2-c2ccccc2OC)c(O)c1
→ -2, -3, 2, 1.0, 3, i, -2, -2, 10
2. COc1ccc(C(=O)Nc2cc(S(=O)(=O)N3CCCC3)ccc2Cl)cc1
→ -1, 1, 8, 0.3, -2, i, -2, 5, 3
3. CCN(CC(=O)Nc1c(F)cccc1F)C(=O)c1cccn1C
→ -2, -2, -6, 1.1, 2, i, 0, -2, -9
4. O=C(Nc1ccc(Cn2cccn2)cc1)c1ccc(COc2cccc(Br)c2)cc1
→ -5, -11, 25, -0.2, 2, i, -1, 1, 8
5. CCc1ccc(-n2c(=S)sc3c(=O)[nH]c(SCC(=O)NC4CCCCC4)nc32)cc1
→ -7, 1, 6, 0.9, 1, i, 6, 17, 17
6. Cc1nn(C)c(C(=O)NNC(=S)NC2CCCCC2)c1Br
→ -3, -4, -2, 0.2, -1, i, -1, 3, -55
7. Cn1nc(C(F)(F)F)c(C(=O)Nc2ccc(C(F)(F)F)cc2)c1Cl
→ -11, -3, 8, 0.6, 3, i, 2, 6, -6
8. Cc1cc(C)c(S(=O)(=O)c2ccc(Cl)cc2C)c(Cl)n1
→ -15, 4, 16, -0.3, 5, i, 1, -2, 2
9. COc1ccc(/C=C/c2cc(=O)c3cc(Cl)ccc3o2)cc1
→ -5, -9, 26, 2.4, 3, i, -3, -3, 3
10. CC(C)Oc1cccc(C(=O)NC(=S)N2CCN(c3ccc(C(F)(F)F)cc3[N+](=O)[O-])CC2)c1
→ -3, -1, 23, 1.3, 2, i, 1, 7, -12
11. CN(Cc1ccc(C(F)(F)F)cc1)C(=O)C1CC(=O)N(Cc2ccco2)C1 (centres undefined)
→ -12, -5, -2, 0.6, 1, i, 3, 3, -19
12. CC(=O)NCCc1ccc(-c2csc(NC(=O)C3CC(=O)N(C4CCCC4)C3)n2)cc1 (centres undefined)
→ -6, -5, -3, -1.5, -1, i, -2, 1, -7
13. O=C(/C=C/[C@H]1O[C@@H](n2cnc3c(NC(=O)c4ccccc4)ncnc32)[C@H](O)[C@@H]1O)NCCCN1CCCC1=O
→ -2, 3, -12, -1.1, -7, i, 5, 3, -10
14. CCc1ccc2oc(=O)cc(CN(C)Cc3ccccc3)c2c1
→ -2, -2, 21, -0.7, 7, i, -1, -10, 0
15. CCOC(=O)Cn1c(CN2CCN(c3cccc(Cl)c3)CC2)nc2c1c(=O)[nH]c(=O)n2C
→ -1, -7, 2, -0.7, 2, i, 0, -3, 6
16. COc1cc(C2C(C(=O)OC(C)C)=C(C)Nc3ncnn32)cc(OC)c1OC (centres undefined)
→ -4, -4, -7, 3.9, 2, i, 4, -2, 14
17. COc1ccc(CCN2CC(C(=O)NCCc3ncccc3C)CCC2=O)cc1 (centres undefined)
→ -5, -4, -7, 1.5, 0, i, -1, 1, 4
18. Cc1nn(C)cc1C(C(=O)NC1CCCCC1)N(C(=O)Cc1cccs1)c1ccc(F)cc1 (centres undefined)
→ -1, -16, -5, -0.3, 4, i, -1, -2, 7
19. CCOC(=O)c1ncn2c1C(=O)OC2(C)C
→ 0, -2, -8, 1.9, -1, i, -6, -1, 0
20. O=C(OC(C(=O)NCC1CCCO1)c1ccc(F)cc1)c1ccco1 (centres undefined)
→ 1, 10, -6, 0.7, -2, i, 1, 5, -4
21. CCOc1ccc(C(=O)NCC(=O)NNC(=O)CN(C)S(=O)(=O)c2ccc(Cl)cc2)cc1OCC
→ -1, 4, -6, -1.5, 2, i, 2, 3, 3
22. CCOC(=O)C1=C(C)N(C)C(=O)NC1c1c(C)nn(-c2ccccc2)c1C (centres undefined)
→ -2, -10, -1, 0.5, 2, i, 0, 2, 11
23. COc1cc(OC)cc(C(=O)N[C@H](C(=O)NCCc2c[nH]c3ccccc23)C(C)C)c1
→ -1, -1, 5, 0.7, -2, i, -2, -33, -63
24. COc1ccc(NC(=O)c2cc(CN3C(=O)c4ccccc4C3=O)ccc2OC)cn1
→ 0, -4, 8, -1.6, -3, i, -6, -8, 5
25. CCOc1ccc(N=C(/C(C(=O)C(=O)N2CCOCC2)=C(/O)c2ccccc2)c2ccccc2)cc1
→ -4, -1, -7, 2.3, -2, i, 0, 0, 6
26. Cc1cccc(C)c1-n1c(C)nn(-c2ncc(C(F)(F)F)cc2Cl)c1=O
→ -1, -4, -4, 0.4, -7, i, 3, -2, 4
27. C=CCN(CC=C)S(=O)(=O)c1ccc(NC(=S)NC(=O)/C=C/c2ccccc2)cc1
→ -4, -3, 57*, -0.4, 1, i, -3, -3, 32
28. CCOC(=O)C1CCN(C(=O)C2CCN(S(=O)(=O)c3cc(Cl)ccc3Cl)CC2)CC1
→ -2, 5, 5, -1.4, -7, i, 3, 9, -2
29. O=C(Nc1ccc2c(c1)OCO2)c1ccc(=O)[nH]n1
→ -6, -1, -5, 0.8, 3, i, -2, -1, -11
30. Cc1ccccc1Cn1nnc(-c2cccc(C(=O)O)c2)n1
→ -8, 5, -7, 1.1, -10, i, -1, 3, 6
31. COc1c(C)cc(C(O)c2ncc(-c3ccccc3C)[nH]2)cc1C (centres undefined)
→ -1, -1, -1, -0.4, 1, i, -1, 1, -12
32. COc1ccccc1N1CCN(C2CCCN(S(=O)(=O)c3cccc(Cl)c3)C2)CC1 (centres undefined)
→ -1, 5, 13, -1.2, -2, i, 0, -1, -4
33. COc1ccc(N2CCN(C(=O)COC(=O)CCOc3cc(C)ccc3C)CC2)cc1
→ -1, -5, 12, -1.1, -3, i, -2, 3, -11
34. COc1ccc2c(c1)-c1c(ssc1=S)C(C)(C)N2C(=O)CSC1=NCCS1
→ -2, -2, 17, 0.9, -1, i, -5, -8, 18
35. CCNC(=S)N(Cc1ccc(OC)cc1)C1CC(=O)N(c2ccc(OCC)cc2)C1=O (centres undefined)
→ -3, 8, 45, 0.9, -4, i, 0, -3, -25
36. CCCNC(=O)c1ccc(SCC(=O)N(CC)CC)c([N+](=O)[O-])c1
→ -2, -1, 0, -1.2, 1, i, -3, -4, -1
37. C=CCn1c(-c2csc(-c3ccc(Cl)cc3)n2)n[nH]c1=S
→ -1, -5, -1, 0.3, -6, i, 4, 15, -96
38. CCOC(=O)C[C@H]1c2ccccc2S(=O)(=O)N1c1cccc(OC)c1
→ -6, -11, -9, -0.8, 0, i, 3, 4, 2
39. c1ccc2[nH]c(-c3nc4ccccc4[nH]3)nc2c1
→ -11, -11, -4, 3.1, 1, i, -4, 5, -9
40. Cc1cc(Cl)n2c(nc3ccccc32)c1C#N
→ -8, -9, 23, 2.5, -1, i, -4, 21, -17

Molecules listed so far that contain a furan ring, fused or not, in the order listed:
Fields – MsrA act, eLon inh, FAS-TE inh, MsrA inhibitor, CSN inh, Rpn11 inh, Rin1 Abl inh, MT1-MMP act inh, MLLE-PAM2 inh
11. CN(Cc1ccc(C(F)(F)F)cc1)C(=O)C1CC(=O)N(Cc2ccco2)C1 (centres undefined)
→ -12, -5, -2, 0.6, 1, i, 3, 3, -19
20. O=C(OC(C(=O)NCC1CCCO1)c1ccc(F)cc1)c1ccco1 (centres undefined)
→ 1, 10, -6, 0.7, -2, i, 1, 5, -4

Returning to the listing with the two entries that preceded the break.
Fields – MsrA act, eLon inh, FAS-TE inh, MsrA inhibitor, CSN inh, Rpn11 inh, Rin1 Abl inh, MT1-MMP act inh, MLLE-PAM2 inh
39. c1ccc2[nH]c(-c3nc4ccccc4[nH]3)nc2c1
→ -11, -11, -4, 3.1, 1, i, -4, 5, -9
40. Cc1cc(Cl)n2c(nc3ccccc32)c1C#N
→ -8, -9, 23, 2.5, -1, i, -4, 21, -17
41. O=C(COC(=O)c1ccc2c(c1)OCCO2)Nc1ccc(F)cc1
→ -11, 17, 7, -1.3, -2, i, 3, 2, 15
42. COc1cc(C)c(Br)cc1S(=O)(=O)NCc1ccccc1
→ -13, -10, -13, 0.6, -1, i, 0, 1, -6
43. Cc1ccsc1/C=N/NC(=O)c1nnn(-c2nonc2N)c1-c1ccc2c(c1)OCO2
→ -5, -16, 12, 3.8, -5, i, 1, -3, -1
44. O=C(NNC(=O)c1cc(-c2ccc(Cl)c(Cl)c2)nc2ccccc12)Nc1ccccc1
→ -7, 9, 33, 0.1, 2, i, -1, -7, 7
45. CC(C)(C)c1ccc(C(=O)NC2CCN(Cc3ccccc3)CC2)cc1
→ -11, 4, -2, -1.0, 7, i, 1, 8, -6
46. COC(=O)c1ccccc1NC(=O)CCS(=O)(=O)c1ccc(Br)s1
→ -8, -3, 9, -0.6, 0, i, -2, 0, 14
47. CCOc1cccc(-c2cc(C(=O)N3N=C(C)CC3(O)C(F)F)c3ccccc3n2)c1 (centres undefined)
→ 1, 6, 7, 2.2, 9, i, 1, 3, 2
48. O=C1NN(c2ccccc2)C(=O)/C1=C/c1ccc(-c2ccc(C(=O)O)cc2)o1
→ -4, -27, -3, 1.5, 35*, i, 0, -13, -20
49. O=C(O)CCCCCCCCc1cn(Cc2ccc(C(=O)c3ccccc3)cc2)nn1
→ -2, 2, -6, -0.6, 3, i, 2, 14, 8
50. CC(=O)c1cccc(NC(=O)CCc2nnc3ccc(N4CCN(C)CC4)nn23)c1
→ -4, -3, -4, 1.9, 2, i, -1, -6, -11
51. O=C(c1cccc([N+](=O)[O-])c1)N1CCCN(C(=O)c2cccc([N+](=O)[O-])c2)CC1
→ -1, -12, 3, 1.4, -3, i, -2, 1, -4
52. CCOC(=O)[C@H]1[C@H]2COc3ccc(Cl)cc3[C@@H]2N2C(=O)CN(Cc3ccc(OC)cc3)C(=O)[C@@]12C
→ 2, -8, 22, -0.7, -3, i, 2, -1, -13
53. O=C(NN=C1C2CC3CC(C2)CC1C3)c1cccs1
→ -2, -14, -7, 0.0, 1, i, -5, 4, -11
54. COc1ccc(Cc2nnc(SCC(=O)NC(C)c3ccccc3)o2)cc1 (centres undefined)
→ -1, -8, -3, 0.1, 1, i, -4, 0, 5
55. CCOc1ccc(OCCC(=O)OCC(=O)c2c(N)n(C)c(=O)n(C)c2=O)cc1
→ -2, 8, 2, -0.5, -6, i, -2, 6, 2
56. CCOC(=O)NC(Nc1sc2c(c1C(=O)OC)CCN(C)C2)(C(F)(F)F)C(F)(F)F
→ 1, -3, -10, 0.4, -2, i, 1, 3, 19
57. Cc1cc(NS(=O)(=O)c2ccc(NC(=O)CCCOc3ccccc3C)cc2)no1
→ -2, 5, -6, 0.1, 2, i, -1, 0, 7
58. C=C(C)C(=O)Nc1cccc(C2=NOC3(C2)C[C@@H](C(N)=O)N(C(=O)[C@H]2CCC(=O)N2)C3)c1 (some centres undefined)
→ -5, -2, -13, -0.9, -2, i, 1, 3, -3
